# rCAG RNA binder: binds r(CAG) RNA repeats; r(CAG) RNA repeat, TO-PRO-1 dye displacement fluorescence; inhibition, % at 3 µM; hit rate 1.3% among 370,000; AID 651821;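 active = inhibition above the plate cutoff, the mean of all test compounds on that plate plus 3 SD, cut at about 35% in these data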;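 note: 0% = DMSO alone and 100% = 100 µM mitoxantrone as full dye displacement; higher means more dye released from RNA so lower well fluorescence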
# DDE Tn6 FP inh: DD(E)-Tn6 binding inhibition, primary FP screen | AID 720509 | Fibrin DD(E) TRITC-Tn6 fluorescence polarization displacement | P02675 | inhibition, % at 8.3 µM | hit rate 0.21% among 370,000;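 active = inhibition above a per-campaign cutoff: mean of compounds within control limits plus 3 SD, cut at about 15% in these data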;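 note: 0% = median of all compound wells on the plate and 100% = blocking peptide control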
# ASAP1 GAP inh: ASAP1 ArfGAP inhibition; Q9ULH1; inhibition, % at 16.5 µM; hit rate 0.19% among 360,000; ASAP1-stimulated ARF1 GTP hydrolysis, GDP FP detection; in the data active = inhibition above about 25%;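 note: 0% = vehicle with enzyme and substrate and 100% = no enzyme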
# ARFGAP1 inhibitor: rat ARFGAP1 inhibition; Q62848; Arfgap1-stimulated ARF1 GTP hydrolysis, GDP FP detection; inhibition, % at 16.5 µM; hit rate 0.26% among 360,000;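 active = inhibition above a per-plate limit, mean inhibition of low control wells plus 3 SD, cut at about 25% in these data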;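 note: 0% = DMSO wells with enzyme and 100% = wells lacking Arfgap1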
#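 Material: rat Arfgap1 catalytic domain, aa 1-136; also added: human ARF1(Δ1-17)-GTP substrate; compound dosing: one concentration, 16.5 µM, DMSO 1.26%; incubation: GTP hydrolysis reaction 2 h at 25 °C; measured by: Tracer-displacement fluorescence polarization with EDTA stop, 620/688 nm; evaluation: % inhibition from polarization; repeats: one replicate per compound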
# FXN GAA850 act: frataxin GAA850 promoter activation; HEK293 lucGAA850 FXN promoter luciferase reporter, 24 h; percent of 10 µM SAHA response; hit rate 0.56% among 360,000; activation, % at 6 µM;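 active = activation above the average of all compounds screened plus 3 SD, cutoff fixed separately per campaign, cut at about 7.5% in these data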;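 note: 0% = DMSO wells and 100% = 10 µM SAHA wells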
# GC-B act: GC-B (human) receptor activation. AID 1920062. activation, % at 10 µM. hit rate 0.11% among 370,000. P20594. HEK293-GC-B cells, CNP EC30, cGMP TR-FRET; 0% at EC30 CNP, 100% saturating CNP;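 active = activation at 10 µM reaching about 35% in either raw or pattern-adjusted values, limit read from the data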
# Target sequence (P20594 whole entry, looked up): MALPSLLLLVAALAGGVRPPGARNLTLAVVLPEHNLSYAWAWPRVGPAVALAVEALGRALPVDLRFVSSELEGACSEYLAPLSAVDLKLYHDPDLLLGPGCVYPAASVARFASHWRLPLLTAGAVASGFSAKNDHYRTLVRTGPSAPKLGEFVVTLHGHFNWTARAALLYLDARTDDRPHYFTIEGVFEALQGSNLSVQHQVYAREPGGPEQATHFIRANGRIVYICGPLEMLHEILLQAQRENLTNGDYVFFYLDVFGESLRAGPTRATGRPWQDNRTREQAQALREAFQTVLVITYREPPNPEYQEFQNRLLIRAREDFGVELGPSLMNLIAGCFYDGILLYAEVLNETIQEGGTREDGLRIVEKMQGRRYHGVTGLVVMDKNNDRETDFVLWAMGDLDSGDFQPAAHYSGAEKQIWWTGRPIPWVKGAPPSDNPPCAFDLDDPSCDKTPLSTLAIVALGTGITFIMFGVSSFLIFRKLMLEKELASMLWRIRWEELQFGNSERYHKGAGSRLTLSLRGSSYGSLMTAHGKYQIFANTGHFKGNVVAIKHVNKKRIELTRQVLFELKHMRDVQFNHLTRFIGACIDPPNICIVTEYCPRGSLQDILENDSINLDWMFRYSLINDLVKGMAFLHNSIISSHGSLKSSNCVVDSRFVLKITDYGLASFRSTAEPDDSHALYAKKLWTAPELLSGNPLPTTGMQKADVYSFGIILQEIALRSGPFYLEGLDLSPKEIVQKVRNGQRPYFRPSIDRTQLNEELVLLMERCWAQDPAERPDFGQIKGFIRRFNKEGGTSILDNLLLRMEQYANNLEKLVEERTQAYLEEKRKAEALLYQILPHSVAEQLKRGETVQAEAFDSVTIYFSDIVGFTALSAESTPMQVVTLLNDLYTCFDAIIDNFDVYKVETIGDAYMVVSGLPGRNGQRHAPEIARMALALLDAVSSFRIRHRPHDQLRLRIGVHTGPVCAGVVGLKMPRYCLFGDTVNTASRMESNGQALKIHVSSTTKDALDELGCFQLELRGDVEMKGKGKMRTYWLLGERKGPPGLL
# ADAM10 inh: inhibits human ADAM10; O14672; recombinant ADAM10, EDANS/DABCYL FRET peptide cleavage, 3 h; inhibition, % at 7 µM; hit rate 0.62% among 370,000; AID 720582;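 active = inhibition above a per-campaign cutoff equal to the mean of compounds falling between control-based bounds plus 3 SD, cut at about 20% in these data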;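 note: 0% = DMSO wells while the 100% control is not disclosed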
# sPLA2-III inh: Blocks human group III sPLA2 activity; Q9NZ20; QFRET BODIPY PC-A2 liposome hydrolysis, fluorescence; inhibition, % at 12.2 µM; hit rate 0.56% among 370,000; AID 743126;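 active = inhibition above mean plus 3 SD of compounds lying within the high and low control bounds, cut at about 19% in these data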;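 note: 0% = median of test compound wells and 100% = no enzyme DMSO wells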
# proKLK7 act: activators of human kallikrein-7 zymogen; P49862; purified proKLK7, EDANS-DABCYL substrate fluorescence; 100% is mature enzyme control, 0% vehicle; activation, % at 7 µM; hit rate 0.9% among 370,000; AID 652039;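 active = activation above the mean of all tested compounds plus 3 SD, computed per campaign excluding outliers beyond control limits, cut at about 13% in these data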
# GC-A act: GC-A (human) enzyme activation; P16066; HEK293 GC-A cells, cGMP TR-FRET, EC30 ANP; 0% at EC30 ANP, 100% saturating ANP; activation, % at 10 µM; hit rate 0.14% among 370,000; AID 1671463; in the data active = activation above about 40%
# Active calls of the source: *; · = no result given. Hits appear at their usual frequency. Share with any hit: about 4.5%.
SMILES,rCAG RNA binder,DDE Tn6 FP inh,ASAP1 GAP inh,ARFGAP1 inhibitor,FXN GAA850 act,GC-B act,ADAM10 inh,sPLA2-III inh,proKLK7 act,GC-A act
CCOC(=O)C1CCCN(C(=O)c2cc3cc(Br)ccc3oc2=O)C1 (stereo not given),-5,-1,5,-8,-0.6,-6,-10,9,0.6,-4
COc1ccc(C(=O)c2ccc(C)cc2)c(OC)c1OC,1,-2,-10,-4,-2.5,2,-5,-1,0.6,0
COc1ccc(C2=C3C(=O)OCC3Cc3ncn(Cc4ccccc4)c32)cc1 (stereo not given),-4,-1,3,1,1.7,-4,-10,1,0.7,-1
CC(Oc1ccccc1)C(=O)N=C1SC2CS(=O)(=O)CC2N1CCc1ccccc1 (stereo not given),-1,5,4,-12,0.6,-3,-2,-15,-0.4,-8
C/C=C/C=C/C(=O)OCC(=O)Nc1ccc(Cl)cc1,0,-3,6,12,0.3,0,-5,-8,-0.2,0
Cc1ccc(F)cc1CNC(=O)C1CCC(=O)N(CCc2ccccc2)C1 (stereo not given),-5,8,-5,6,1.0,-3,-4,3,0.1,-1
C=CCSc1nnc(NC(=O)CN2C(=O)NC3(CCCC3)C2=O)s1,0,2,-1,2,0.2,2,4,-4,-0.2,1
Cc1cccc(C)c1Nc1nnc(SCC(=O)NCc2ccco2)s1,-3,2,5,-11,0.5,-4,5,-2,0.6,1
CC(C)N(C(=O)[C@H]1CC(CC(=O)NCCC2=CCCCC2)C(=O)N2CCc3c([nH]c4ccccc34)[C@]12C)C(C)C (stereo not given in full),2,4,9,-3,-3.1,-4,-8,7,-0.7,-3
CNS(=O)(=O)c1cccc2cccnc12,1,1,9,0,2.0,5,-11,2,0.5,2
O=C(O)[C@@H](c1ccccc1)N1Cc2ccccc2C1=O,0,-5,1,-4,-0.1,5,-10,2,0.4,3
NC(Cc1ccc(O)c([N+](=O)[O-])c1)C(=O)O (stereo not given),-3,3,4,3,3.6,2,-4,10,-0.7,4
C#CCn1cc(C=C2C(=O)c3ccccc3C2=O)c2ccccc21,10,-3,-6,13,0.5,-1,3,3,0.4,-33
CCO[C@@H]1OC(C(N)=O)=C[C@H](C2CC2)[C@H]1CCCO,2,2,0,3,2.2,-4,0,9,0.5,-2
C#CCOCCOCCOCCNc1nc(N2CCN(C(=O)[C@H]([C@@H](C)CC)n3cc([C@@H](N)CO)nn3)CC2)nc(N2CCN(C(=O)[C@H](CCCCN)n3cc([C@@H](N)C(C)CC)nn3)CC2)n1 (stereo not given in full),7,2,-3,7,-1.5,2,1,2,0.3,2
COCCOC(=O)c1c(C)oc2ccc(OC(=O)c3cccs3)cc12,-5,1,10,0,-1.4,6,0,-10,-0.7,-3
CCc1cc(C(c2cccc(OC)c2)N2CCOCC2)c(NC(=O)c2ccccc2)s1 (stereo not given),5,4,-8,-9,1.3,-26,0,-19,-0.6,-24
CN(C)CCNC(=O)/C(=C/c1ccc(-c2cccc([N+](=O)[O-])c2)o1)NC(=O)c1ccccc1,4,0,15,-1,-1.6,-3,-2,-12,-0.1,-7
CCCc1cc(=O)n2[nH]c(NC(=O)c3ccco3)nc2n1,2,3,8,1,0.3,-4,6,8,0.5,3
O=C(Nc1ccc2ccccc2c1)c1ccc(Br)o1,4,-4,-9,-4,3.2,-3,-1,-4,1.0,-3
O=C(CC1CCS(=O)(=O)C1)Nc1ccc[nH]c1=O (stereo not given),5,4,-3,-3,-0.4,1,-1,9,0.2,-1
Cc1ccc(S(=O)(=O)N2CC3(O)CN(C(=O)OC(C)C)N(C(=O)OC(C)C)CC3(OC(=O)NCC3CCCCC3)C2)cc1 (stereo not given),2,-9,6,2,6.8,-1,15,-30,0.1,-1
Cn1c(SCCCC(=O)c2ccc(F)cc2)nnc1-c1ccncc1,-4,-2,2,-5,-0.1,·,2,0,-0.3,·
CCOC(=O)c1ccc(NC(=O)COc2ccccc2CNC2CCCC2)cc1,13,-5,-1,8,-3.5,1,3,-12,-0.2,0
COc1ccc2cc(C3NC(=O)c4ccccc4N3)c(Cl)nc2c1 (stereo not given),-3,6,1,3,1.1,3,-8,-4,-0.1,-1
Cc1ccc(S(=O)(=O)NCC(=O)NCC(=O)N(C)Cc2ccc3ccccc3c2)cc1C,1,-2,-4,7,-0.6,-1,5,-27,0.8,4
COc1ccc(/C=C(/C#N)C(=O)Nc2ccc(C)cc2C)cc1C(=O)O,1,-3,0,-2,-0.2,3,-8,-14,-0.6,5
COc1ccc(C(=O)COC(=O)CN2C(=O)c3ccccc3C2=O)c(OC)c1,-1,-4,-5,8,0.8,-2,0,9,0.2,-2
CC(C)NS(=O)(=O)c1ccc(CCC(=O)N2CCc3ccccc3C2)cc1,0,-10,-1,4,-1.0,-2,-1,-3,0.4,-3
CCCCCc1c(-c2cccc(Br)c2)ncn1CCc1ccccc1OC,1,-2,14,2,·,-5,0,-10,0.6,-4
CSc1ncccc1-c1nc2ccccc2[nH]1,3,2,13,1,3.1,1,-30,2,0.4,6
O=C(Nc1ncc([N+](=O)[O-])s1)C1CCN(S(=O)(=O)c2cnc[nH]2)CC1,3,1,7,3,0.2,0,9,-18,0.1,1
COc1ccc(NC(=O)CSc2nnnn2C2CCCC2)c(OC)c1,0,-5,-3,12,0.6,4,3,-4,-0.2,-3
CCOC(=O)N1CCC(NC(=O)c2cc(C(=O)Nc3ccc(S(=O)(=O)N4CCCCC4)cc3)ccc2CO)CC1,-2,1,2,4,-0.4,2,0,-4,0.2,3
COc1ccc(-n2c(Cc3cccn3C)nnc2SCC(=O)Nc2cccc(F)c2)cc1,14,-9,-4,2,-1.8,0,-4,-8,0.4,0
Cc1cccc(NC(=S)NCc2cccn2C)c1,8,0,5,-6,-1.9,5,4,4,0.2,-1
CCN(C(=O)CSc1nc2cc(Cl)ccc2c(=O)n1Cc1ccco1)C1CCS(=O)(=O)C1 (stereo not given),-2,0,1,-7,-0.3,-15,-1,-3,0.4,-24
CN(C(=O)COC(=O)CNC(=O)c1ccc2ccccc2c1)c1c(N)n(Cc2ccccc2)c(=O)[nH]c1=O,0,5,12,-8,1.4,3,-16,-1,0.6,1
C=CCC[C@H](Cc1ccc(F)cc1)C(=O)OC[C@H](Cc1c[nH]c2ccccc12)NC(=O)[C@@H](CC=C)CC(=O)N[C@@H](CO)Cc1ccccc1,1,-5,11,11,-5.8,2,-2,-9,0.2,-7
Cc1nnc(Nc2ccccn2)c2ccccc12,-4,0,-9,-1,-0.7,4,-7,3,-0.9,-2
O=C1CSC(c2ccccn2)N1c1ccc(Cl)c(Cl)c1 (stereo not given),-3,3,-6,12,-0.3,-8,2,-1,0.1,-17
COc1ccc(/C=C2\CCCC3C2=NN(C(=O)c2ccco2)C3c2ccc(OC)c(OC)c2)cc1OC (stereo not given),-1,-5,-4,4,4.1,-5,-2,2,0.3,16
CCCC(C)c1nnc(NC(=O)C2CCCO2)s1 (stereo not given),-2,2,5,4,2.0,3,-1,-1,-0.3,0
O=C(c1cccc(S(=O)(=O)N2CCc3ccccc3C2)c1)N1CCN(c2ccccc2)CC1,3,1,-12,-2,0.5,2,8,-13,-0.3,-2
O=C(OCC(=O)c1c[nH]c2ccccc12)c1cc(Br)ccc1O,12,-2,-5,-3,4.2,-5,-10,-4,-2.7,-7
CCOC(=O)c1sc(NC(=O)C2CC(=O)N(c3ccc(OC)cc3)C2)nc1C (stereo not given),-2,-6,-12,5,-1.2,1,-2,-6,0.0,5
COc1ccc(CN(Cc2cccnc2)S(=O)(=O)c2ccc(-n3cnnn3)c(C)c2)cc1OC,-2,-3,-6,19,1.6,3,-1,-5,0.0,2
O=C(NCc1cccnc1)c1ccc(-c2cccc(Cl)c2Cl)o1,3,-7,22,3,1.0,-12,-2,-14,0.3,-2
CCc1nc2cc(CC(=O)O)ccc2o1,-1,2,-7,-6,-0.9,4,-10,1,0.6,-1
NC(=O)c1ccc(NC(=O)COC(=O)C(Cc2ccccc2)NC(=O)c2ccccc2)cc1 (stereo not given),6,-1,0,-3,1.6,-3,1,-2,-0.1,-6
Cc1nc2c(c(C)nn2-c2ccccc2)c(C)c1Cl,0,1,5,8,0.2,-15,-13,9,-0.7,-2
CN(c1ccc(O)cc1)c1nc(-c2cccnc2)cs1,1,-7,-7,-9,3.6,9,0,-18,-0.2,-6
COc1ccc(C(=O)NCc2nnc(SCC(=O)Nc3ccccc3OC)o2)cc1,1,-4,3,-4,0.6,-1,3,0,-0.2,1
CCOC(=O)C1(Cc2cccc(OC)c2)CCN(Cc2ccc(OC)c(O)c2)CC1,-5,-1,0,7,-0.2,-7,-11,-27,0.4,-8
COc1ccccc1C(=O)NCC(=O)OCC(=O)c1ccc(Cl)s1,-4,1,7,-10,1.7,-2,-2,-11,0.1,-1
O=C(O)c1cccc(S(=O)(=O)Nc2ccccc2C(=O)NCCc2ccccc2)c1,9,5,-2,-3,4.2,-3,-2,-7,-0.3,-1
CNC[C@H]1OCc2cnnn2CCCC(=O)N([C@H](C)CO)C[C@@H]1C,0,-3,-7,3,·,0,-15,10,-0.6,1
COC(=O)c1ccc2nc(-c3ccccc3)c(Cc3cccc(Cl)c3)n2c1,9,2,9,8,·,7,-111,7,-3.7,-4
C=CC[C@H](CC(=O)OC(C)(C)C)C(=O)OC[C@H]1CCCN1C(=O)[C@@H](CC=C)CC(=O)N(CCO)Cc1ccccc1,-7,4,-1,-13,-4.0,-2,5,-12,0.0,-5
Cc1cccc(Cn2cnc3c(nnn3Cc3ccc(Cl)cc3)c2=O)c1,3,-5,7,2,-3.5,5,10,-1,0.8,2

# The list continues:
SMILES,rCAG RNA binder,DDE Tn6 FP inh,ASAP1 GAP inh,ARFGAP1 inhibitor,FXN GAA850 act,GC-B act,ADAM10 inh,sPLA2-III inh,proKLK7 act,GC-A act
CCOc1ccccc1/C=C/c1onc(C)c1S(=O)(=O)N1CCC(C(=O)N2CCCCCC2)CC1,1,4,-4,4,-2.5,-1,8,-22,0.4,-1
COc1ccc(-c2cc(NC(=O)Cc3c(C)[nH]c4ccccc34)ccc2Nc2cccnc2)cc1F,14,3,16,-1,·,0,3,-25,-2.1,2
CCOC(=O)c1ccc(N2C(=O)CC(N3CCC(C(N)=O)(N4CCCCC4)CC3)C2=O)cc1 (stereo not given),0,5,3,2,2.9,3,1,1,0.1,1
COC(=O)CCC(=O)OC1(C)C(=O)C=C2C=C(C3CC3)N(CC3CC3)C=C2C1=O (stereo not given),5,2,2,5,-1.0,3,-26,-4,1.8,-4
O=C(COC(=O)c1ccco1)NCC1CCCCC1,-1,4,-4,3,0.1,-1,-4,7,-0.2,2
CCC(=O)c1ccc(OCC(=O)OCC(=O)NC2CCCCCCC2)cc1,-3,-5,-4,-2,-2.5,-4,1,-4,0.2,9
COc1ccc(NC(=O)CCN2C(=O)c3ccccc3C2=O)cc1,2,7,-11,-4,0.0,-2,3,3,-0.8,-2
